High-throughput results: PubChem BioAssay, National Center for Advancing Translational Sciences (NCATS)
Nrf2 inh – inhibitors of Nrf2 signaling; A549 ARE-Fluc reporter, luciferase luminescence, 18-24 h; Potency, µM (top dose mostly 46 µM), inactives show top-dose activity change, negative = inhibition, most hits filed as inhibitors; 360,000 compounds, 2.1% hits; AID 504444; note: potency is the fitted concentration of half-maximal effect; % is set by controls: 0 for no effect and ±100 for the full control effect; nearly all actives have a fitted effect of over 60% in size
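Nrf2 function is reported as luminescence of an ARE-controlled luciferase in A549 cells. Compounds were tested at several concentrations, and a CellTiter-Fluor read on the same wells flagged cytotoxicity.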
HepG2 tox – kills HepG2 cells in TGF-b inhibitor counter-screen; HepG2 CAGA-GFP viability, ATP luminescence, 18 h; Potency, µM (series often up to 46.1 µM), without a hit: at the highest dose activity change, negative = cytotoxicity, most hits filed as cytotoxic; 410,000 compounds, 0.76% hits; AID 588856; note: potency is the fitted concentration of half-maximal effect; some results filed as inactive show a strong effect at the top dose
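CellTiter-Glo luminescence gave cytotoxicity after 18 hours at 37 degrees C. The cells were HepG2 CAGA-GFP in 1% FBS DMEM, stimulated with 500 pg/mL TGF-beta after compound addition. %Activity was normalised to no-cell wells (complete cell-killing) and DMSO (no toxicity), and curves were fitted and classified.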
EPAC2 agonist – activates human EPAC2 exchange factor | Q8WZA2 | EPAC2 activation, biochemical qHTS; response scale: 100% = 6.5 mM cAMP response | Potency, µM (doses to about 154 µM), for inactives: at the highest dose activation, actives largely listed as activators | 360,000 compounds, 0.079% hits | AID 720711; note: potency is the fitted concentration of half-maximal effect; nearly all actives have a fitted effect of over 50% in size
Target sequence (Q8WZA2 whole entry, looked up): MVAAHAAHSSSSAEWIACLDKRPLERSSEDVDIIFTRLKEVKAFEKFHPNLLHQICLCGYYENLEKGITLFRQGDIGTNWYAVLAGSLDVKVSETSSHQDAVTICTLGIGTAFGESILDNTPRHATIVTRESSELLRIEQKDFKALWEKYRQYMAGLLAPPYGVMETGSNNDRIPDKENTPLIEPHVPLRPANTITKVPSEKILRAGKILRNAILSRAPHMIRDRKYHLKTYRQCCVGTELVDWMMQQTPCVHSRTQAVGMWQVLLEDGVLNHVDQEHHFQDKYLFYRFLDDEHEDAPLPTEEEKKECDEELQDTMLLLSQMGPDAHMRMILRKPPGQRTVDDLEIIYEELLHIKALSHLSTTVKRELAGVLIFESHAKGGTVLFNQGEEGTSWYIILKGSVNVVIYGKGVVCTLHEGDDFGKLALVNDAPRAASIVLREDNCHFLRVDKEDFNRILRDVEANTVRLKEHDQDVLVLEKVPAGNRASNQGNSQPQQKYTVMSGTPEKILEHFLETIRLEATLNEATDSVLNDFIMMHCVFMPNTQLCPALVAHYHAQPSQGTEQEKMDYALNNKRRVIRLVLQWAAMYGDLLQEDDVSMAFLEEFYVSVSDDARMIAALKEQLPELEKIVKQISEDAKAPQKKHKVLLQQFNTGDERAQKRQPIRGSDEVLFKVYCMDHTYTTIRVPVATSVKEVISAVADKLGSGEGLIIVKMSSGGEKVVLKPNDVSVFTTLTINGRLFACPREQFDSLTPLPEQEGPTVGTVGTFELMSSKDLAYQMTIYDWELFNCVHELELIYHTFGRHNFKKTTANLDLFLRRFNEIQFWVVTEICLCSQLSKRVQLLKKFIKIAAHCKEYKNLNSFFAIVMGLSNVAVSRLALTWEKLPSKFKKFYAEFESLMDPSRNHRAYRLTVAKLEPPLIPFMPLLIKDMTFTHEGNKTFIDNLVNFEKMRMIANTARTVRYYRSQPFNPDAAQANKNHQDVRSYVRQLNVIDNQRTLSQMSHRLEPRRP
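Guanine nucleotide exchange by EPAC2 is measured as reduced fluorescence of BODIPY-GDP once it is released from 250 nM Rap1B. Plates are read kinetically for 30 min at room temperature; results are scaled to 6.5 mM cAMP.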
IL2 activator – activators of IL-2; IL-2 activation reporter assay, cell-based qHTS; stimulated with anti-CD3/CD4/CD28 beads; in transgenic mouse T cells; 360,000 compounds, 0.065% hits; activation, % (series mostly up to about 46 µM); in the data active = activation above about 50%; inconclusive = mostly about 30% to 49%; note: 0% is about no effect
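Quantitative HTS in unstimulated transgenic mouse T cells, with memory T cells as non-tolerant control and PMA/ionomycin as tolerance-bypass control. Compound pretreatment lasted 60 minutes before 18 h bead stimulation; EGFP/DsRed fluorescence read.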
S2 tox – cell viability loss in ATXN counter-screen; S2 cells (HEK-293 line with an ATXN2-luciferase reporter) viability, CellTiter-Fluor protease fluorescence, 24 h; Potency, µM (series often up to 56.7 µM), most hits filed as cytotoxic; 400,000 compounds, 0.49% hits; AID 651635; note: potency is the fitted concentration of half-maximal effect; nearly all actives have a fitted effect of over 40% in size
TGFb inhibitor – blocks TGF-b signaling | HepG2 CAGA-GFP TGF-b/SMAD3 reporter, GFP fluorescence, 18 h; TGF-beta stimulated, 500 pg/mL final | Potency, µM (doses to about 46.1 µM), inactives show at the highest dose activity, negative = inhibition, actives largely listed as inhibitors | 410,000 compounds, 1.2% hits; note: potency is the fitted concentration of half-maximal effect; % is set by controls: 0 for no effect and ±100 for the full control effect; nearly all actives have a fitted effect of over 65% in size
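HEPG2 CAGA-GFP reporter cells (1000/well, DMEM with 1% FBS) received compounds, then recombinant TGF-beta at 500 pg/mL final for 18 hours at 37 degrees C. Per-cell GFP summed per well was normalised to unstimulated and stimulated DMSO controls before curve fitting.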
ATXN2 expr inh – inhibitors of ATXN2 expression; HEK-293 ATXN2-luciferase reporter, luminescence, 24 h; Potency, µM (titrated, usually from 57 µM), for the others: at the top dose activity change, negative = inhibition, hits mostly inhibitors; 360,000 compounds, 0.72% hits; AID 1745845; note: potency is the fitted concentration of half-maximal effect; % is set by controls: 0 for no effect and ±100 for the full control effect; nearly all actives have a fitted effect of over 55% in size
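ATXN2-luciferase reporter cells (luciferase flanked by upstream and downstream ATXN2 gene portions) were treated 24 h at 37 °C with compounds at up to 57 uM. SteadyGlo luminescence gave expression; GF-AFC fluorescence gave viability.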
Nrf2 ARE act – activates Nrf2 signaling; 410,000 compounds, 0.31% hits; AREc32 ARE-luciferase reporter (MCF7-derived line), luminescence, 24 h; AID 624171; Potency, µM (top dose mostly 46.1 µM), without a hit: top-dose activation, hits mostly activators; note: potency is the fitted concentration of half-maximal effect; % of control where 0% means no effect; nearly all actives have a fitted effect of over 65% in size
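AREc32_Fluc, 1000 cells/well, OPTI-MEM + 5% FBS, o/n 37 deg C 5% CO2; 23 nL cpd by pin tool, 24 hr; Steady-Glo 30 min RT, luminescence.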
A549 viability – kills or reduces viability of A549 cells in Nrf2 counter-screen | A549 ARE-Fluc cells, CellTiter-Fluor viability, 18-24 h | Potency, µM (doses to about 46 µM), without a hit: top-dose activity change, negative = cytotoxicity, most hits filed as inhibitors | 390,000 compounds, 0.16% hits; note: potency is the fitted concentration of half-maximal effect; % is set by controls: 0 for no effect and ±100 for the full control effect
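Cytotoxicity counterscreen: CellTiter-Fluor fluorescence was measured in A549 ARE_Fluc cells after 18-24 h of compound exposure in a concentration series. The subsequent BugLite luminescent read reports ARE-luciferase activity.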
* hit, by the source's call; i = inactive; ? = inconclusive; · = not tested or not shown; & = joins results of further samples; [ ] = another dose, or the depositor's remark. Unless noted, calls come from the whole dose curve; as a rule, active = well fitted curve in the direction sought with a large enough effect; inconclusive = small, poorly fitted or top-dose-only effect, or another doubt; inactive = no such curve, though single readings can be large; an effect the other way counts as inactive or inconclusive.

The line under a structure holds: Nrf2 inh	HepG2 tox	EPAC2 agonist	IL2 activator	S2 tox	TGFb inhibitor	ATXN2 expr inh	Nrf2 ARE act	A549 viability
CCCCn1c(N)c(N(CC(C)C)C(=O)C2CC(=O)N(Cc3ccccc3)C2)c(=O)[nH]c1=O (centres undefined)
    4%	14%	4%	1.2	i	-16%	-6%	-0.4%	7%
Cc1ccc(NC(=S)N(CCN(C)C)C(C)c2ccco2)cc1Cl (centres undefined)
    -13%	-10%	6%	-0.8	i	18µM*	·	4.1%	14%
CCOC(=O)C1CCN(c2c(NCc3ccc(C(=O)N(C)Cc4ccccc4)cc3)c(=O)c2=O)CC1
    -15%	-2%	-6%	-1.9	i	0%	-31%	0.3%	9%
CC(=O)NC(C)C(=O)OCC(=O)c1ccc(Cl)s1 (centres undefined)
    12%	-18%	7%	-0.3	i	0%	2%	0.0%	-5%
Cn1c(C(=O)N2CCCc3ccccc32)cc2sccc21
    ·	-14%	12%	0.4	i	17%	-2%	0.1%	-8%
O=Cc1ccc(OC(=O)c2cc(Cl)nc3ccccc23)cc1
    5%	1%	8%	-3.8	i	-8%	12%	-0.2%	1%
Cc1cc(C(=O)CSc2nc(N)cc(=O)[nH]2)ccc1F
    23%	-17%	15%	-1.4	i	-19%	-18%	2.9%	5%
CCCCc1ccc(NC(=S)NCCc2ccc(F)cc2)cc1
    ?	-105%	2%	-2.0	i	16µM*	-9%	3.1%	?
Nc1nc2ccc(Oc3ccccc3)cc2s1
    24%	-12%	7%	-3.2	i	-7%	59%[activator]	2.1%	-12%
CCN1CCCC(OC(=O)C(c2ccccc2)c2ccccc2)C1 (centres undefined)
    6%	-29%	6%	0.2	i	1%	-11%&-6%	-1.3%	-2%

The line under a structure holds: Nrf2 inh	HepG2 tox	EPAC2 agonist	IL2 activator	S2 tox	TGFb inhibitor	ATXN2 expr inh	Nrf2 ARE act	A549 viability
CC(C)c1ccc(CN(C)C(=O)c2ccc(S(=O)(=O)NCc3ccco3)cc2)cc1
    ?	-24%	4%	2.4	?	?	·	5.3%	-4%
Cn1c(=O)n(C)c2cc(C(=O)Nc3ccc(Br)cc3)ccc21
    -14%	-9%	3%	-3.5	i	-1%	-17%	3.8%	10%
Cc1cc2n(n1)CCCN2C(=O)Nc1ccc(F)c(Cl)c1
    ?	9%	·	·	i	39%[activator]	2%	12%	6%
CCn1c(SCC(=O)Nc2nnc(C)s2)nnc1-c1ccco1
    -5%	-1%	2%	1.9	i	?	2%	-0.3%	-7%
OCC1(O)OC[C@@H](O)[C@H]1O (some centres undefined)
    -16%	-17%	2%	1.2	i	-20%	-2%	-0.4%	0%
CN(C)CCCN(C(=O)c1ccc(S(=O)(=O)N(C)C)cc1)c1nc2ccc(F)cc2s1
    2%	-7%	4%	0.2	i	1%	·	4.2%	-4%
O=C(c1nc2ccccn2c1CN1CCCC(O)C1)N1CCN(C2CCCCC2)CC1 (centres undefined)
    2%	-1%	8%	-1.2	i	-5%	0%	0.0%	-16%
COc1ccc2c(CN3CCN(c4ccc(Cl)c(Cl)c4)CC3)cc(=O)oc2c1
    ·	-24%	11%	0.1	i	-9%	-8%	0.5%	·
CCOC(=O)c1sc2cc([N+](=O)[O-])cc(SCC(C)C)c2c1N
    ·	5%	-8%	9.5	i	29%	-8%	0.0%	-7%
C[C@H]1CN([C@@H](C)CO)S(=O)(=O)c2ccc(Br)cc2O[C@@H]1CN(C)S(=O)(=O)c1ccccc1F
    ·	1%	10%	0.3	i	7%	2%	-0.2%	·

A draw from above in order of molar mass, smallest number first:
The line under a structure holds: Nrf2 inh	HepG2 tox	EPAC2 agonist	IL2 activator	S2 tox	TGFb inhibitor	ATXN2 expr inh	Nrf2 ARE act	A549 viability
Cc1cc2n(n1)CCCN2C(=O)Nc1ccc(F)c(Cl)c1
    ?	9%	·	·	i	39%[activator]	2%	12%	6%
COc1ccc2c(CN3CCN(c4ccc(Cl)c(Cl)c4)CC3)cc(=O)oc2c1
    ·	-24%	11%	0.1	i	-9%	-8%	0.5%	·
CN(C)CCCN(C(=O)c1ccc(S(=O)(=O)N(C)C)cc1)c1nc2ccc(F)cc2s1
    2%	-7%	4%	0.2	i	1%	·	4.2%	-4%

(list continues)
The line under a structure holds: Nrf2 inh	HepG2 tox	EPAC2 agonist	IL2 activator	S2 tox	TGFb inhibitor	ATXN2 expr inh	Nrf2 ARE act	A549 viability
CC1(C)CC(NCc2ccccc2)CCO1 (centres undefined)
    5%	-10%	9%	-0.6	i	-6%	-19%	0.0%	10%
COc1c(S(=O)(=O)NCCN2CCOCC2)ccc(Cl)c1Cl
    -7%	-18%	16%	0.0	i	2%	7%	0.0%	0%
Cc1ccc(C(=O)NC(=S)Nc2nc(-c3cccc([N+](=O)[O-])c3)cs2)c(Cl)c1
    -29%	-2%	6%	0.0	i	1%	-1%	2.5%	-6%
O=CNCCCc1nc2ccccc2n1Cc1cccc2ccccc12
    -22%	-42%	-1%	0.2	i	-21%	-22%	0.3%	-2%[1.84 µM]
Clc1cccc(Cl)c1Cn1c(-c2cccnc2Cl)nc2ccccc21
    ?	-32%	17%	-1.3	?	0%	-14%	0.0%	-11%
CCCCn1nnnc1C1(C)CCC(=O)N1CCOc1ccccc1 (centres undefined)
    ·	·	15%	0.5	i	·	5%	0.7%	·
CC(=O)Nc1ccc(C(=O)N2CCCC(c3cc(C(=O)Nc4ccccc4)no3)C2)cc1 (centres undefined)
    ·	-16%	5%	0.5	i	6%	-6%	-0.5%	·
c1ccc(-c2nc(C3CCCCC3)no2)cc1
    25%	-9%	9%	-1.8	i	0%	33%	0.5%	-4%
NNC(=O)c1ccc(COc2ccccc2)cc1
    -19%	-8%	1%	-3.6	i	3%	·	0.9%	0%
C=CCOC(=O)C1C(=O)CC(C)(O)C(C(=O)OCC=C)C1c1ccc(OCC)cc1 (centres undefined)
    ·	15%	-4%	3.3	i	13%	-4%	-0.5%	2%

The line under a structure holds: Nrf2 inh	HepG2 tox	EPAC2 agonist	IL2 activator	S2 tox	TGFb inhibitor	ATXN2 expr inh	Nrf2 ARE act	A549 viability
CC(C)[C@H](NC(=O)c1ccc([N+](=O)[O-])cc1Cl)C(=O)N1CCN(C/C=C/c2ccccc2)CC1
    23µM*	-6%	7%	0.2	i	?	?	6.0%	?
CCCCCC(=O)Nc1cc2[nH]c(=O)cc(COC)c2cc1C
    ?	-4%	8%	0.2	i	0%	5%	-0.5%	-5%
CCCCN(CCCC)CC(O)COc1ccc(Br)cc1 (centres undefined)
    -11%	-64%	0%	-0.6	i	?	?	-0.7%	-9%
Cc1cccc(C)c1NC(=O)CN(Cc1ccccc1)Cc1ccccc1
    ·	-41%	8%	-0.7	i	?	-13%	4.1%	·
Cc1ccc(NC(=O)c2ccc3nc(Cc4ccccc4)oc3c2)cc1F
    ·	-31%	·	·	?	-3%	?	-0.9%	-1%
Cc1oc2c(c1C(=O)NCc1cc(C(=O)O)co1)CCCC2
    -18%	6%	-1%	1.5	i	-2%	4%	0.3%	-4%
Cc1cc(C)n(CCc2nc(-c3ccc(C(C)(C)C)cc3)cs2)n1
    ?	-33%	-4%	-3.5	i	?	-34%	0.5%	0%
Cc1cccc(OC(=O)CCN2C(=O)C3C4C=CC(C5CC45)C3C2=O)c1C (centres undefined)
    4%	7%	8%	-0.4	?	10%	·	4.3%	7%
O=C(NCc1cccs1)c1ccc(CS(=O)Cc2ccc(Cl)cc2)o1 (centres undefined)
    ·	-15%	10%	0.1	?	2%	·	-0.6%	·
COc1ccc(NC(=O)COC(=O)C2CC2)cc1S(=O)(=O)N1CCCCC1
    -3%	-2%	9%	1.1	i	1%	-2%	0.4%	11%

The line under a structure holds: Nrf2 inh	HepG2 tox	EPAC2 agonist	IL2 activator	S2 tox	TGFb inhibitor	ATXN2 expr inh	Nrf2 ARE act	A549 viability
O=C(Nc1ccc(Br)cc1Cl)c1ccc(OCC2CCCO2)cc1 (centres undefined)
    ?	-18%	5%	-0.4	i	7%	3%	3.7%	-11%
CC(=O)N1CCc2cc(S(=O)(=O)NCCC(=O)NC3CCN(Cc4ccccc4)CC3)ccc21
    2%	-17%	5%	4.4	i	-11%	-2%	-0.9%	4%
CCOC(=O)c1sc(-c2ccc(OC)cc2)cc1N
    ?	-16%	-2%	-0.3	i	14%	124%[activator]	0.1%	11%
COc1cc2c(cc1OC)C(COc1ccc(F)cc1)N(C(=O)C(C)C)CC2 (centres undefined)
    ·	-19%	·	·	i	6%	-21%	-0.2%	-2%
COc1ccc(-n2nc(C(=O)NCC(=O)Nc3cc(Cl)c(OC)cc3OC)c3ccccc3c2=O)cc1
    8%	22%	10%	0.2	i	14%	-14%	0.3%	2%
Cc1ccccc1C(=O)N=c1ccn(-c2nc3ccccc3nc2NS(=O)(=O)c2ccccc2)cc1
    3%	9%	?	0.9	i	2%	·	0.6%	8%
CCC1CCC(N2CCN(c3ccc(F)cc3)CC2)CC1 (centres undefined)
    -9%	-44%	5%	-0.1	i	-29%	-3%	-0.3%	-11%
CCCn1c(SCC(=O)NC(C)C)nc2sc3c(c2c1=O)CCC3
    27%	-2%	4%	0.9	i	-15%	-9%	6.4%	-7%
CCCCc1c(C)[nH]c(=S)[nH]c1=O
    -4%	3%	4%	0.3	i	9%	·	0.3%	-10%
COc1ccc(CNC(=O)c2ccc(CN3CCOCC3)cc2)cc1
    4%	5%	0%	-1.8	i	-3%	12%	1.0%	-11%
O=C(CSc1nnc2c(n1)[nH]c1ccc(F)cc12)NC1CC1
    3%	-4%	5%	-0.1	i	6%	12%	-0.2%	3%
CNc1ncnc(NC)c1[N+](=O)[O-]
    -4%	-63%	3%	0.0	i	-5%	3%	2.2%	2%
